# Bioassay records as filed in PubChem.
# TDP-43 yeast inh – inhibitors of TDP-43 toxicity in yeast | 410,000 compounds, 1.8% hits | TDP-43 expressing yeast growth rescue, BacTiter-Glo, 24 h | Potency, µM (top dose mostly 46.1 µM), without a hit: top-dose growth rescue (activation), most hits filed as activators; further: % of control where 0% means no effect; nearly all actives have a fitted effect of over 50% in size
#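 Growth rescue of TDP-43-toxic yeast measured as ATP luminescence (BacTiter-Glo). Cells grown to mid-log in raffinose, induced in galactose at OD600=0.02, exposed to compound 24 hr at 30 deg C.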
# HT1080NT lethal – kills 2HG-producing HT-1080-NT fibrosarcoma cells; HT-1080-NT fibrosarcoma viability, CellTiter-Glo ATP luminescence, 48 h; Potency, µM (titrated, usually from 46.1 µM), without a hit: top-dose activity, negative = less viability, hits mostly cytotoxic; 360,000 compounds, 1.6% hits;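 further: NT is the 2HG producing partner of a matched IDH1 knockdown line; 0% = DMSO-treated cells and -100% = media-only wells without cells; nearly all actives have a fitted effect of over 55% in size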
#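 Fibrosarcoma NT cells, 750 per well in 5% FBS RPMI, were exposed to compound for 48 hours. Viability: CellTiter-Glo luminescence.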
# KB-V1 cytotox – KB-V1 MDR subline cytotoxicity; 400,000 compounds, 3.4% hits; KB-V1 MDR cells viability, CellTiter-Glo, 72 h; Potency, µM (series often up to 46.1 µM), for the others: at the top dose activity change, negative = cytotoxicity, most hits filed as cytotoxic; further: on the % scale 0 is the no-effect control and ±100 the full control effect; nearly all actives have a fitted effect of over 60% in size
#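 Drug-selected KB-V1 cells, grown in DMEM lacking phenol red with 10% FBS, receive compound titrations; after three days at 37 degrees C, surviving cell ATP is quantified by CellTiter-Glo luminescence and responses normalized and curve-fitted.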
# HT1080 IDH1KD tx – HT-1080 IDH1 knockdown cell toxicity (counter line). HT-1080 IDH1 knockdown viability, ATP luminescence, 48 h. Potency, µM (series often up to 46.1 µM), for inactives: at the highest dose activity, negative = toxicity, hits mostly cytotoxic. 360,000 compounds, 2% hits. AID 686971;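 further: 0% = DMSO wells and -100% = cell-free medium wells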
#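 Using the IDH1-knockdown HT-1080 line run in the same batch and compound series as the NT line, viability after 48 h at 37 °C was determined by CellTiter-Glo luminescence and expressed as % activity.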
# HEK293 tox – cytotoxic in the GLP-1 receptor inverse agonist counter-screen; HEK293 cAMP-luciferase reporter cells, luminescence, 24 h; Potency, µM (doses to about 38.3 µM), for the others: at the highest dose activity change, negative = inhibition, hits mostly inhibitors; 410,000 compounds, 0.13% hits; AID 624418;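 further: loss of luciferase light is scored as toxicity; on the % scale 0 is the no-effect control and ±100 the full control effect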
#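 1536-well qHTS counterscreen of the MLSMR; 200 cells/uL, 12 h pre-incubation, 23 nL cpd, 24 h at 37 deg C 5% CO2, luciferase detection reagent, 12 min RT, luminescence. Inhibition = undesired.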
# KB-3-1 tox – KB-3-1 parental cell cytotoxicity; Potency, µM (series often up to 46.1 µM), inactives show at the highest dose activity change, negative = cytotoxic, hits mostly cytotoxic; 400,000 compounds, 1.4% hits; KB-3-1 viability, CellTiter-Glo ATP luminescence, 72 h; AID 1347075; further: on the % scale 0 is the no-effect control and ±100 the full control effect; nearly all actives have a fitted effect of over 60% in size
#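 KB-3-1 cells, DMEM (no phenol red) + 10% FBS; compound by pin transfer, 72 h, 37 °C. Readout: CellTiter-Glo luminescence after 10 min. Data normalized, curve-fitted.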
# SW480 rerep – induces DNA re-replication in SW480 colon adenocarcinoma cells. SW480 DNA re-replication, Hoechst DNA content imaging, 48 h. Potency, µM (doses to about 46.1 µM), for inactives: at the highest dose re-replication activation, usual class: activators. AID 624297. 340,000 compounds, 1.8% hits; further: % of control where 0% means no effect; nearly all actives have a fitted effect of over 55% in size
#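 First, 250 cells per well were seeded. Next, compound or vehicle (23 nL) was pinned in, plates sat 48 hr at 37 C. Finally Hoechst was added for 40 min before fluorescence scanning.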
# GLP1R inv ag – inverse agonists of human GLP-1 receptor; HEK293 GLP-1R CRE-luciferase, luminescence, 24 h; GLP-1R form is constitutively active; Potency, µM (doses to about 38.3 µM), for the others: at the highest dose activity change, negative = inhibition, actives largely listed as inhibitors; 410,000 compounds, 1.6% hits; further: on the % scale 0 is the no-effect control and ±100 the full control effect; nearly all actives have a fitted effect of over 55% in size
# Target sequence (P43220 whole entry, looked up): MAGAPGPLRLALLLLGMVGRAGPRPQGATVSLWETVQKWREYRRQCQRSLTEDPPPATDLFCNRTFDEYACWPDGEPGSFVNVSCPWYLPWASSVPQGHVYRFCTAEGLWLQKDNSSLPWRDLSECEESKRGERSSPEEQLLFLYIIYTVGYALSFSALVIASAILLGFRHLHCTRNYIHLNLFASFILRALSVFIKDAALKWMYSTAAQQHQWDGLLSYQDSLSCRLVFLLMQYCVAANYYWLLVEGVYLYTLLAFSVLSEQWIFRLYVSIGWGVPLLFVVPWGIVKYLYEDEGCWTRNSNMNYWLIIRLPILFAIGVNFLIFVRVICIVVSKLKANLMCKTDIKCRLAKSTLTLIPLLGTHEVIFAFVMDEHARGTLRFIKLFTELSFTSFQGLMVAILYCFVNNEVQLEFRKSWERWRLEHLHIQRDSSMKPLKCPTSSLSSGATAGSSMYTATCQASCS
#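 Assay principle: reduced luminescence from a cAMP-responsive reporter in HEK293 cells co-expressing a constitutively active GLP-1R. Conditions: 24 hr compound incubation, 37 deg C, 5% CO2.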
# GLP-1R agonist – GLP-1 receptor (human) agonism | P43220 | HEK293 GLP-1R CRE-luciferase, luminescence, 4-6 h; cells express a hypersensitive GLP-1R form | Potency, µM (series often up to 45.6 µM), inactives show at the highest dose activation, actives largely listed as activators | 380,000 compounds, 0.007% hits | AID 624172; further: % of control where 0% means no effect
# Active calls of the source: *; ? = inconclusive; · = no result given; & = joins results of further samples; [ ] = dose if it differs, or a comment. The call rests on the fitted dose curve; in most records, active means well fitted curve in the direction sought with a large enough effect; inconclusive means small, poorly fitted or top-dose-only effect, or another doubt; inactive means no such curve, though single readings can be large; an effect the other way counts as inactive or inconclusive. Potency means the concentration at half of the fitted maximal effect.
SMILES,TDP-43 yeast inh,HT1080NT lethal,KB-V1 cytotox,HT1080 IDH1KD tx,HEK293 tox,KB-3-1 tox,SW480 rerep,GLP1R inv ag,GLP-1R agonist
O=C(CC1S/C(=N/N=C/c2ccco2)NC1=O)Nc1cccc(Cl)c1Cl (stereo not drawn),0%[9.22 µM],-3%,-2%,3%,-2%[7.66 µM],18%,0%,8%[7.66 µM],2%
CCOC(=O)C1=C(COC(=O)Cc2c(F)cccc2Cl)NC(=O)NC1C (stereo not drawn),7%,-1%[9.24 µM],-10%,-4%,2%,5%,6%,8%,1%
C#CCCOC(=O)N1C2=NC(C(=O)OC)=C(C(=O)OC)[C@@H]3N(C)c4ccccc4[C@]23C[C@H]1CO,-17%,-8%,-4%,-12%,-4%,-4%,-4%,34%,-4%
CCNC(=O)c1sc2cc(C)ccc2c1Cl,25%,10%,2%,6%,0%,0%,-6%,45%[activator],20%
CC1CC(C)CN(CCCNC(=O)CN2C(=O)c3cccnc3Oc3ccccc32)C1 (stereo not drawn),5%,10%,24%,9%,-6%,-7%,?,-8%,3%
CN(Cc1ccccc1)C1=CC(=[N+]2CCCC2)CC(C)(C)C1,-13%,?,4%,?,-11%,1%,1%,-27%,4%
CCOc1ccc(/C=N\NC(=O)CC(=O)NCCc2ccccc2)cc1,14%,4%,-3%,0%,-6%,12%,-10%,-7%,8%
COc1ccc(S(=O)(=O)N2CCC(C(=O)Nc3ccc4c(c3)OCCO4)CC2)cc1OC,-2%,-15%,18µM*,-21%,2%,-19%,9%,8%,2%
OCC1(CCc2ccccc2)CCN(C/C=C/c2ccccc2)CC1,-21%,-5%,-7%,-2%,-3%,-14%,?,?,6%
CCc1nnc(NC(=O)CN2CCN(Cc3cccc(OC)c3)CC2)s1,-16%,2%,0%,1%,?,7%,3%,?,-5%
CN(Cc1ccc(C(C)(C)C)cc1)C(=O)c1ccc2c(=O)n3c(nc2c1)CCC3,?,7%,?,2%,-15%,-3%,0%,?,2%
CCOc1ccccc1N1CCN(C(=O)c2c(-c3ccccc3Cl)noc2C)CC1,6%,9%,0%,6%,-4%,-10%,-18%,6%,-1%
COc1ccc(S(=O)(=O)Nc2ccc3c(c2)C(=O)N([C@@H](C)CO)C[C@H](C)[C@H](CN(C)CC2CC2)O3)cc1,10%,-1%,3%,8%,-12%,27%,3%,12%,6%
OCCSc1ncnc2c1oc1ccccc12,-3%,0%,-21%,1%,-3%,-5%,-1%,58%[activator],5%
O=C(Nc1ccc(N2CCN(C(=O)c3cccs3)CC2)cc1)c1cccnc1Cl,1%,-11%,-10%,-2%,5%,0%,-54%[inhibitor],4%,4%
Cc1ccc(CNC(=O)CCNC(=O)Cn2ccc3ccccc3c2=O)cc1,-8%,1%,23%,-11%,1%,23%,9%,3%,-1%
COc1ccccc1C(=O)Nc1nc(-c2ccc3c(c2)OCCO3)cs1,?,-3%,-7%,-16%,0%,-20%,-16%,?,-2%
CCOc1ccc(NC(=O)NCCCn2c(C)nc3cc(C)c(C)cc32)cc1,8%,1%,23µM*,-1%,2%,-14%,7%,-17%,0%
COCCn1c(SCC(=O)OC(C)C)nnc1-c1ccccc1,12%,0%,0%,5%,3%,9%,-5%,1%,8%
Cc1ccc(N2CC(C(=O)Nc3cccc(C(=O)NC4CC4)c3)CC2=O)cc1 (stereo not drawn),17%,16%,?,7%,-8%,13%,1%,11%,6%
COC(=O)C1=C(C)N=c2s/c(=C/c3cccs3)c(=O)n2C1c1ccc(F)cc1 (stereo not drawn),-9%,13%,0%,3%,1%,-17%,5%,-27%,-9%
COc1cccc2ccc(CC(O)(c3ccccc3)c3ccccc3)nc12,19%,-1%,3%,-10%,4%,-7%,·,3%,9%
CCOc1cc(/C=N/NC(=O)CN2CCOCC2)ccc1OCc1ccc(Cl)cc1,?,-4%,-12%,-17%,4%,-10%,-3%,-13%,17%
CCn1cc(C2=NC(C)CO2)c2ccccc21 (stereo not drawn),-8%,11µM*,0%,10µM*,-6%,3%,4%,-19%,?
COc1cccc(NC(=O)CN(C)CC(=O)c2c(C)[nH]c3ccccc23)c1,2%,-2%,4%,-1%,-10%,18%,-15%,?,18%

# (continued)
SMILES,TDP-43 yeast inh,HT1080NT lethal,KB-V1 cytotox,HT1080 IDH1KD tx,HEK293 tox,KB-3-1 tox,SW480 rerep,GLP1R inv ag,GLP-1R agonist
CC1(C(=O)NS(=O)(=O)c2ccccc2OC(F)(F)F)CCN1C(=O)Cc1ccccc1 (stereo not drawn),12%,26%,3%,0%,-7%,0%,·,2%,-6%
Cc1cccc(N2CC(C(=O)OCC(=O)c3c(N)n(CC(C)C)c(=O)n(C)c3=O)CC2=O)c1C (stereo not drawn),18%,4%,6%,5%,-4%,-6%,-12%,-8%,-6%
Nc1cccc(-n2nncc2-c2ccccc2)c1,8%,5%,-1%,5%,8%,19%,-1%,14%,-9%
Cc1ccc([N+](=O)[O-])cc1N(CC(=O)N1CCCCC1)S(C)(=O)=O,1%,14%,-5%,8%,10%,9%,-63%[inhibitor],-14%,1%
Cc1ccc(S(=O)(=O)N(C)C[C@@H]2Oc3ccc(NC(=O)CCC(F)(F)F)cc3CC(=O)N([C@@H](C)CO)C[C@@H]2C)cc1,-18%,2.1µM*,-14%,4.6µM*,-28%,?,3.7µM*,?,0%
O=C(Nc1c2c(nn1-c1ccccc1)CS(=O)(=O)C2)c1ccc(Br)o1,17%,-2%,-5%,0%,-22%,-5%,·,13%,3%
O=C(NCc1cccs1)c1cc(-c2ccccc2)nn1CC1CC(c2cccc([N+](=O)[O-])c2)=NO1 (stereo not drawn),?,-12%,9%,-6%,2%,7%,0%,-23%,-2%
CC1(C)CC(=O)C=C(c2ccc3ccccc3c2)C1,?,12%,?,4%,-23%,-7%,21%,?,19%
O=C(O)C(CCCCNS(=O)(=O)c1ccc(F)cc1)NS(=O)(=O)c1ccc(F)cc1 (stereo not drawn),4%&12%,-1%&8%,?,-2%&18%,?,-1%&0%,-20%&-16%,2%&21%,-4%&3%
Cc1ccc(C(=O)Nc2cccc(C(=O)NCc3ccco3)c2)cc1,28%,-26%,-30%,?,6%,3.3µM*,2%,?,13%
CCOC(=O)N1CCN(C(=O)c2ccccc2N(Cc2ccccc2)S(=O)(=O)c2ccc(OC)cc2)CC1,25%,3.3µM*,21µM*,3.3µM*,?,?,15µM*,?,23%
Cc1ccc(OCCc2csc(N)n2)cc1,·,4%,0%,9%,-2%,2%,?,-8%,19%
Cc1ccccc1NC(=O)Nc1nc(CN)cs1,12%,-13%,0%,?,3%,0%,·,-4%,3%
Cc1cccc(NC(=O)c2onc3c2CCCC3)c1C,5%,-2%,-27%,-15%,-4%,?,3%,-36%,4%
CCC(C(=O)NCc1cccnc1)n1nc(C)c2sc3ccccc3c2c1=O (stereo not drawn),13%,-2%,-24%,-3%,0%,-3%,-5%,16%,0%
Cc1ccc(OCCCCn2c(-c3ccc(Cl)cc3)nc3ccccc3c2=O)cc1,8%,·,0%,·,-9%,1%,·,-21%,·
CCC(=O)Nc1ccc(C(=O)NNC(=O)c2cccs2)cc1,-13%,3%,-12%,3%,7%,-6%,-3%,-1%,-15%
COc1ccc(C(=O)Nc2cc(C(F)(F)F)ccc2Cl)cc1OC,21%,15%,-16%,7%,-2%,3%,-1%,43%[activator],22%
CN1CCN(S(=O)(=O)c2cccc(C(=O)NC3(C)CCS(=O)(=O)C3)c2)CC1 (stereo not drawn),-5%,10%,-9%,5%,-9%,-3%,-9%,-15%,15%
O=C1NCCC12C(=O)Nc1ccccc12 (stereo not drawn),?,11%,15%,6%,-7%,0%,6%,0%,-1%
Cc1ccc(S(=O)(=O)N(C)C)cc1NC(=O)COc1ccc(-c2nnco2)cc1,-14%,20%,12%,7%,5%,8%,-4%,23%,8%
Cc1ccc(-n2nnnc2SCc2nnc(-c3ccccc3Br)o2)cc1,11%,0%,16µM*,-8%,11%,2%,23%,6%,28%
CCc1ccc(NC(=O)NC2CCCCCCC2)cc1,2%,-2%,7%,?,-25%,4%,7%,?,6%
COc1cccc(Oc2coc3c(CN4CCOCC4)c(O)ccc3c2=O)c1,-5%,11%,7%,3%,22%,-6%,-3%,-12%,0%
Cc1ccc(-n2ncc(C(=O)N3CCN(Cc4ccccc4)CC3)c2C2CCN(C(=O)OC(C)(C)C)CC2)cc1,-27%,·,30%,·,-1%,-4%,·,7%,·
Cc1c(C(=O)C(=O)N2c3ccc(F)cc3CCC2C)c2ccccc2n1C (stereo not drawn),22%,3.3µM*,2.9µM*,2.3µM*,?,2.9µM*,7.3µM*,?,2%
COCCSc1nnc(NC(=O)Cc2ccccc2OC)s1,?,14%,18µM*,17%,3%,7%,0%,5%,9%
